# Bioassay records as filed in PubChem BioAssay.
# C8 TRAIL sens = caspase-8 TRAIL sensitization; AID 624354; NB7+C8 cells + TRAIL, ATPlite viability luminescence; inhibition (viability loss, TRAIL sensitization), % at 10 µM; actives 1% (n = 360,000);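 active = compounds causing at least 50% loss of cell viability in the single-dose screen, relative to plate controls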
# COUP-TFII inh = NR2F2 (human) inhibition, primary screen. P24468. actives 0.7% (n = 370,000). inhibition, % at 8.6 µM. HEK293T NGFI-A luciferase reporter, luminescence;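 active = inhibition above a per-plate cutoff, mean inhibition of test wells between control levels plus 3 SD, cut at about 38% in these data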;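 note: cells cotransfected with COUP-TFII expression vector driving the NGFI-A reporter; 0% = median of COUP-TF2 test wells and 100% = reporter-only cells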
# NR5A2 inv ag = inverse agonists of human LRH-1 (NR5A2); AID 602396; inhibition, % at 3.6 µM; actives 0.13% (n = 360,000); O00482; HEK293T StAR-luciferase reporter, LRH-1 transfected, 24 h;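 active = inhibition above the mean inhibition of all tested compounds plus 3 SD, cut at about 73% in these data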;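 note: 0% = DMSO wells and 100% = reporter-only cells lacking LRH-1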
# EBV LMP1 NFkB = inhibitors of Epstein-Barr LMP1-induced NF-kappaB reporter. actives 0.69% (n = 350,000). LMP1-induced NF-kappaB luciferase reporter cells, luminescence. inhibition, % at 12.5 µM. AID 504558; in the data active = inhibition above about 41%;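 note: 0% = neutral control wells and 100% = reference inhibitor control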
# NCOA2 inhibitor = inhibits human steroid receptor coactivator 2; inhibition, % at 9 µM; Q15596; HEK293 GAL4-SRC2 luciferase reporter, luminescence; actives 0.17% (n = 370,000);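 active = inhibition above the mean inhibition of all tested compounds plus 3 SD, set per campaign, cut at about 52% in these data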;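 note: 0% = DMSO treated cells and 100% = cells given Gossypol at 36 µM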
# NOD2 RIPK2 PPI = inhibitors of human NOD2-RIPK2 interaction. CHO BLA complementation NOD2-RIPK2, CCF4 ratio. inhibition, % at 4.98 µM. actives 0.38% (n = 360,000). O43353; in the data active = inhibition above about 21%;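 note: 0% = vehicle only and 100% = reference blocker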
# SRC1 inh = inhibitors of human steroid receptor coactivator 1 (SRC1) | Q15788 | HEK293 GAL4-SRC1 luciferase reporter, luminescence | inhibition, % at 3.6 µM | actives 0.12% (n = 360,000);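 active = inhibition above the campaign mean plus 3 SD, with each screening campaign given its own cutoff, cut at about 60% in these data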;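 note: 0% = DMSO treated cells and 100% = gossypol at 36 µM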
# TROY NFkB inh = TROY signaling inhibition; inhibition, % at 10 µM; actives 0.98% (n = 360,000); Q293 LMP1-TROYcd NF-kB luciferase reporter, 4 h;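 active = compounds whose plate-normalised and pattern-corrected inhibition of the luciferase reporter signal at the single screening dose is 50% or more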
# NCOA3 inh = human NCOA3 inhibition | HEK293 GAL4-SRC3 luciferase reporter, luminescence | inhibition, % at 3.6 µM | actives 0.17% (n = 360,000) | AID 588352;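 active = inhibition above a per-campaign cutoff, the mean of all compounds plus 3 SD, cut at about 60% in these data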;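 note: 0% = DMSO-treated cells and 100% = gossypol-treated cells at 36 µM; higher means less SRC3-driven luciferase light from the GAL4 reporter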
# TLR9-MyD88 block = TLR9-MyD88 interaction inhibition; actives 0.21% (n = 340,000); inhibition, % at 4.98 µM; CHO BLA complementation TLR9-MyD88, CCF4 FRET ratio; AID 504734; Q9NR96+Q99836;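 active = inhibition above the mean over all tested compounds plus 3 SD, cut at about 21% in these data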;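 note: 0% = DMSO only wells and 100% = clavulanate BLA inhibitor control wells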
# Target sequence (Q99836 whole entry, looked up): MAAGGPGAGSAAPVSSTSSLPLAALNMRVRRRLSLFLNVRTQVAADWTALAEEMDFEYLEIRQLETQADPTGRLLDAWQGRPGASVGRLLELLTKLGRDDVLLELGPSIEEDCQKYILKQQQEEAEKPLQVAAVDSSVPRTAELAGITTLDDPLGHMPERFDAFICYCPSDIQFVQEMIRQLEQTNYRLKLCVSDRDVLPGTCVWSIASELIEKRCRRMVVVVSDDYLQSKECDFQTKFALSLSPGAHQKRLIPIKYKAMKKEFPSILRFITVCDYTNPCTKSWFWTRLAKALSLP
# Target sequence (Q9NR96 whole entry, looked up): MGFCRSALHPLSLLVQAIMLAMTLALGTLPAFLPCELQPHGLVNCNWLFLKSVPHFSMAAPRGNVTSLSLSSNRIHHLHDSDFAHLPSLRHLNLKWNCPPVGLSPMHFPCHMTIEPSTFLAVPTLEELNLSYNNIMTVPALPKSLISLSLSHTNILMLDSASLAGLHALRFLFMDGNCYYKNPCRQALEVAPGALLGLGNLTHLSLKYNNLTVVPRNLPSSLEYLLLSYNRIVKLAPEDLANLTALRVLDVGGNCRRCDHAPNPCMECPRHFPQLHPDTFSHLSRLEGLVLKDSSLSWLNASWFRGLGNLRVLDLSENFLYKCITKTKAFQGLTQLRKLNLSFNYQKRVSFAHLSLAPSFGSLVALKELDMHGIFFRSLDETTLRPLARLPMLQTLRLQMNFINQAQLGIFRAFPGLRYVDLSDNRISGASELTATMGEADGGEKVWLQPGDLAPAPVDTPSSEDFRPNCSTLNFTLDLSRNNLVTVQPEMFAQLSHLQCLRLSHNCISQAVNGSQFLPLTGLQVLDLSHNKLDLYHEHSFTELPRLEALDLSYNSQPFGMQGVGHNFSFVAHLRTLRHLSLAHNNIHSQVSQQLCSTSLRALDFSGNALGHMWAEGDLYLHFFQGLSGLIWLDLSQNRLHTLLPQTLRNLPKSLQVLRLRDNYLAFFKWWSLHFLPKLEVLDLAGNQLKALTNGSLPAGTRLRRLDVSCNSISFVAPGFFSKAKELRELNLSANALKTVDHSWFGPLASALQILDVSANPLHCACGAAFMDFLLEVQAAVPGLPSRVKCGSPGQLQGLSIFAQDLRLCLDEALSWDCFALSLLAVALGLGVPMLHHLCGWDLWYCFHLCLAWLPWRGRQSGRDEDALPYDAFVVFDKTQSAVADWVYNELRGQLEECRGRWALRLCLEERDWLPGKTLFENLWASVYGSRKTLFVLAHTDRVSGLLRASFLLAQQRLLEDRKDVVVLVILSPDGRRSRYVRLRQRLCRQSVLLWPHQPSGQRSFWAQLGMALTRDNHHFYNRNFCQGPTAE
# Vif imaging = HIV Vif inhibition. HEK293T cells, Vif self-association by quenched fluorescence, imaging, 24 h. inhibition, % at 7.49 µM. actives 0.35% (n = 340,000); in the data active = inhibition above about 50%, passing the limit was not always enough; note: some results filed as inactive read as strong as hits
# Starred values were filed as active, the others as inactive; . = not tested or not shown. This is a subset, so the mix of outcomes need not match the whole.
item	compound	C8 TRAIL sens	COUP-TFII inh	NR5A2 inv ag	EBV LMP1 NFkB	NCOA2 inhibitor	NOD2 RIPK2 PPI
1	CCCS(=O)(=O)N1CCCC(C(=O)c2ccccc2OC)C1 (centres undefined)	-1	-1	8	-4	-1	-4
2	COc1ccc(NC(=O)C2CCCN2S(=O)(=O)c2cccs2)c([N+](=O)[O-])c1 (centres undefined)	-17	28	-9	16	19	14
3	CCOC(=O)Cc1csc(NS(=O)(=O)Cc2ccccc2)n1	-5	2	18	1	2	6
4	CSc1ccccc1NC(=O)Nc1ccccc1	7	-15	-40	7	-46	-1
5	CC(=O)c1cccc(N(C(=O)c2ccco2)C(C(=O)NC2CCCC2)c2ccncc2)c1 (centres undefined)	-7	2	4	-13	-19	-2
6	Cc1nnc(NC(=O)c2oc3ccccc3c2C)s1	26	-47	-62	-11	-38	-11
7	CCCCNC(=O)C(C#N)c1nc2ccccc2nc1N1CCN(c2ccccc2F)CC1 (centres undefined)	9	-21	-18	-8	-22	-2
8	CCN1CNC(=S)N(CCc2ccccc2)C1	-1	-3	-2	-2	14	2
9	Cc1ccc(S(=O)(=O)c2nnn(-c3cccc(F)c3)c2N)cc1	-13	-18	-5	5	7	2
10	O=C(O)C1Cc2ccccc2CN1C(=O)COc1ccc(Cl)cc1Cl (centres undefined)	-4	5	-1	3	-8	0

item	SRC1 inh	TROY NFkB inh	NCOA3 inh	TLR9-MyD88 block	Vif imaging
1	-8	9	-3	-6	-6
2	3	-5	-7	-3	-18
3	0	6	-2	9	.
4	-28	-33	-32	1	3
5	22	-29	2	1	11
6	-66	-40	-66	0	-5
7	-14	-24	-8	-1	.
8	0	-2	22	-10	-3
9	8	16	19	-8	-1
10	-20	4	4	0	7

# (cont.)
item	compound	C8 TRAIL sens	COUP-TFII inh	NR5A2 inv ag	EBV LMP1 NFkB	NCOA2 inhibitor	NOD2 RIPK2 PPI
11	CNS(=O)(=O)c1cn(CC(=O)NCc2cccc(OC)c2)cc1S(=O)(=O)NC	-9	-4	-6	5	-12	-7
12	COc1cc(OC)c(-c2nn3c(-c4ccco4)nnc3s2)cc1OC	7	-20	33	-8	-49	-10
13	CC(=O)c1c(-c2ccc(Cl)cc2)c2ccccc2[nH]c1=O	-6	3	-7	-3	22	6
14	COC(=O)c1cc(-c2cccc(OC)c2)n[nH]1	-18	1	-34	-5	-24	2
15	COc1ccc(C(=O)C(OC(=O)CNC(=O)c2ccco2)c2ccccc2)cc1 (centres undefined)	2	-6	8	-4	-5	-3
16	C[C@]12c3[nH]c4ccc(Cl)cc4c3CCN1C(=O)[C@@H](CC(=O)NCCC1=CCCCC1)C[C@@H]2C(=O)N1CCCCC1	5	-3	-25	-23	1	-5
17	Nc1[nH]c(C(=O)c2ccccc2)c(-c2ccc(Cl)cc2Cl)c1C(=O)c1ccc(Br)cc1	-10	-11	-17	.	-14	0
18	CCOC(=O)CN(C(=O)CNC(=O)c1ccco1)C(C(=O)NC1CCCCC1)c1cccnc1 (centres undefined)	8	2	-8	-4	-3	-5
19	CC(C)(C)c1nnc(NC(=O)Cc2ccc(Br)cc2)s1	-8	-5	0	6	7	-5
20	CCCN1CCN(C(=O)C2CCN(S(=O)(=O)c3c(C)noc3/C=C/c3ccc(C)cc3)CC2)CC1	33	8	2	-4	7	-2

item	SRC1 inh	TROY NFkB inh	NCOA3 inh	TLR9-MyD88 block	Vif imaging
11	4	15	-11	5	3
12	1	-29	23	-2	14
13	-9	0	-2	-1	.
14	-23	-55	-9	0	-17
15	-13	-17	-7	-9	1
16	-4	-16	-4	0	.
17	.	1	.	.	.
18	-8	10	9	4	-1
19	-8	-10	24	2	4
20	9	10	-12	-14	-5

# Limited to TROY NFkB inh and C8 TRAIL sens (3 entries from above):
no.	SMILES	TROY NFkB inh	C8 TRAIL sens
14	COC(=O)c1cc(-c2cccc(OC)c2)n[nH]1	-55	-18
15	COc1ccc(C(=O)C(OC(=O)CNC(=O)c2ccco2)c2ccccc2)cc1 (centres undefined)	-17	2
16	C[C@]12c3[nH]c4ccc(Cl)cc4c3CCN1C(=O)[C@@H](CC(=O)NCCC1=CCCCC1)C[C@@H]2C(=O)N1CCCCC1	-16	5

# Additional entries:
item	compound	C8 TRAIL sens	COUP-TFII inh	NR5A2 inv ag	EBV LMP1 NFkB	NCOA2 inhibitor	NOD2 RIPK2 PPI
21	CCCCN=C1CC(C)(C)CC(=O)/C1=C(/O)CCCN1C(=O)c2ccccc2C1=O	-3	-3	10	3	9	-5
22	C=CCOc1cccc(C2C(C(=O)c3ccc(C)o3)=C(O)C(=O)N2c2nccs2)c1 (centres undefined)	-4	4	10	3	14	-1
23	Cc1ccc(CN(C)C(=O)c2cccc(S(=O)(=O)N3CCN(c4ccccc4)CC3)c2)cc1	1	35	13	9	25	-6
24	Cc1ccc(C(=O)C2C(=O)c3ccccc3C2=O)cc1	2	16	4	-2	3	-11
25	Cc1cc(/C=C2\C(=N)N3N=C(C(C)C)SC3=NC2=O)c(C)n1Cc1ccccc1	-13	-18	-2	0	1	-2
26	CCCn1nc(C(=O)Nc2cc(OCC)c(N3CCOCC3)cc2OCC)c2ccccc2c1=O	19	7	2	-3	-9	1
27	Cc1ccc(NC(=O)COC(=O)c2ccc(CN3CCCC3=O)cc2)c(Cl)c1	-21	8	-1	-4	-3	-5
28	Cc1cccn2c(=O)c(/C=C(\C#N)S(=O)(=O)c3ccccc3)c(N3CCCCC3)nc12	-15	-6	14	.	-23	-12
29	CC(C)CN(C(=O)COC(=O)c1c2c(nc3ccccc13)CCC2)c1c(N)n(Cc2ccccc2)c(=O)[nH]c1=O	1	0	1	4	23	-4
30	CCc1cccc(OCCCCNCCO)c1	9	-4	14	9	-20	13

item	SRC1 inh	TROY NFkB inh	NCOA3 inh	TLR9-MyD88 block	Vif imaging
21	14	-8	18	-8	-1
22	2	-8	-9	2	-10
23	-37	36	5	4	-17
24	5	-24	11	8	32
25	4	3	13	-5	-1
26	-28	0	-7	-2	7
27	-7	10	-5	1	22
28	-35	2	-1	.	1
29	-5	-17	8	-9	0
30	-12	5	11	1	45

# Next section:
item	compound	C8 TRAIL sens	COUP-TFII inh	NR5A2 inv ag	EBV LMP1 NFkB	NCOA2 inhibitor	NOD2 RIPK2 PPI
31	Cc1ccc(C(=O)Oc2ccc(/C=N/NC(N)=O)cc2)cc1	-10	-26	-1	-3	0	2
32	O=C(NCc1ccco1)c1c[nH]c2ccc(S(=O)(=O)N3CCOCC3)cc2c1=O	-1	13	2	4	13	-8
33	O=C(NCCN1CCOCC1)c1ccc(CS(=O)(=O)c2ccc(Cl)cc2)o1	-4	3	2	-2	-36	0
34	Cc1ccc(-c2nc3ccccc3s2)cc1NC(=S)NC(=O)c1ccccc1	19	-26	-129	-28	-38	-9
35	COc1ccc(C2=Nn3c(nnc3-c3ccncc3)SC2)cc1OC	2	-29	46	10	-15	-2
36	CCOC(=O)C1CCN(C(=O)c2cc(S(=O)(=O)N3CCOCC3)c(Cl)cc2Cl)CC1	-10	-7	16	-1	-4	-16
37	Cc1cc(Cl)cc(Br)c1OCCCN1C(=O)NC(C)(C)C1=O	14	-6	-5	-18	0	1
38	CN1C(=S)SC(/[N+]([O-])=C/c2ccc(Cl)cc2)C1(C)C (centres undefined)	-15	-16	-4	-15	-51	10
39	CCc1ccc(O)c(N=Cc2ccccc2O)c1	11	4	5	-6	-30	-14
40	O=C(COC(=O)c1cc(S(=O)(=O)N2CCOCC2)ccc1Cl)NCc1ccco1	1	5	-4	6	17	1

item	SRC1 inh	TROY NFkB inh	NCOA3 inh	TLR9-MyD88 block	Vif imaging
31	-9	-9	-1	-3	-4
32	-24	1	2	-14	-7
33	-10	-6	0	5	4
34	-99	-6	-77	-1	0
35	14	4	8	-3	3
36	10	3	12	-4	0
37	13	4	4	6	-10
38	-11	15	-7	-11	2
39	-19	-11	4	9	-5
40	-2	1	0	13	2

# Quoted at random: 3 compounds from above, in no set order.
item	compound	C8 TRAIL sens	COUP-TFII inh	NR5A2 inv ag	EBV LMP1 NFkB	NCOA2 inhibitor	NOD2 RIPK2 PPI
37	Cc1cc(Cl)cc(Br)c1OCCCN1C(=O)NC(C)(C)C1=O	14	-6	-5	-18	0	1
39	CCc1ccc(O)c(N=Cc2ccccc2O)c1	11	4	5	-6	-30	-14
35	COc1ccc(C2=Nn3c(nnc3-c3ccncc3)SC2)cc1OC	2	-29	46	10	-15	-2

item	SRC1 inh	TROY NFkB inh	NCOA3 inh	TLR9-MyD88 block	Vif imaging
37	13	4	4	6	-10
39	-19	-11	4	9	-5
35	14	4	8	-3	3

# Other records
item	compound	C8 TRAIL sens	COUP-TFII inh	NR5A2 inv ag	EBV LMP1 NFkB	NCOA2 inhibitor	NOD2 RIPK2 PPI
41	C#CCNC(=O)C1=C[C@H](c2ccc(C(F)(F)F)cc2)C[C@H](OCCCCO)O1	-6	5	-17	-8	5	-11
42	COc1ccc2cc(C)c3nnc(SCc4cccnc4)n3c2c1	-7	-3	27	-13	-27	-14
43	NS(=O)(=O)c1ccc(NC(=O)CSc2ccccn2)cc1	5	5	8	-15	-23	-2
44	CCN(CC)S(=O)(=O)c1ccc(N2CCCCC2)c(NC(=O)/C=C/c2cc(OC)c(OC)c(OC)c2)c1	13	-17	5	1	-7	-6
45	CCC(C)(C)n1nnnc1CN1CCC(NC(=O)c2ccccc2C)CC1	11	-5	3	4	2	0
46	N#Cc1nc(COc2cccc(Cl)c2)oc1N1CCN(c2ccccc2)CC1	-13	.	16	3	.	3
47	CCOC(=O)c1cc(-c2ccccc2)nn1Cc1cc(CC)no1	5	-28	-62	-30	-52	-3
48	CN(C)S(=O)(=O)c1cc(NC(=O)CN2CCCc3ccccc32)ccc1Cl	-12	19	11	-4	-47	17
49	CC(C)OCCCNC(=O)c1cc(S(=O)(=O)N2CCCCC2)c[nH]1	1	-2	13	-6	8	4
50	COC(=O)C1=CN(c2ccc(N3CCOCC3)cc2)C(N)=C(C#N)C1c1ccccc1 (centres undefined)	-8	-14	16	.	-18	-12

item	SRC1 inh	TROY NFkB inh	NCOA3 inh	TLR9-MyD88 block	Vif imaging
41	1	1	-8	-2	1
42	-7	-4	10	2	5
43	2	-11	-2	-1	-14
44	3	-5	1	-3	3
45	-14	5	-13	0	1
46	12	-9	5	8	-9
47	-35	-49	-58	1	-3
48	-4	-7	-6	1	-3
49	-4	10	1	7	15
50	.	.	.	.	.

# Next part
item	compound	C8 TRAIL sens	COUP-TFII inh	NR5A2 inv ag	EBV LMP1 NFkB	NCOA2 inhibitor	NOD2 RIPK2 PPI
51	CCc1ccc(OCC(=O)NNCC(=O)Nc2ccc(OC)cc2)cc1	12	7	-14	-8	5	3
52	O=C(C=Cc1cccc(Cl)c1)c1ccccc1	20	-2	-13	2	-33	14
53	O=[N+]([O-])c1ccc(Cl)c(S(=O)(=O)/N=C(/c2ccccc2)N2CCOCC2)c1	0	7	-1	-4	-41	-3
54	NC(=O)NNc1cccc(Cl)n1	-11	6	1	2	12	-4

item	SRC1 inh	TROY NFkB inh	NCOA3 inh	TLR9-MyD88 block	Vif imaging
51	-8	-11	8	4	4
52	-38	-34	-11	-9	15
53	-4	-2	1	0	-2
54	-15	3	4	-3	1
